From PubChem BioAssay
miR-122 sensor – miR-122 inhibition in Huh7 cells; Huh7 miR-122 Renilla luciferase sensor, 48 h; neutral wells = 0, positive control = 100; activation (reporter increase), % at 12.5 µM; 340,000 tested, 0.3% active;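 active = mean replicate activation score at least 90 and every replicate individually at or above 90; inconclusive = only one of the two criteria met; inactive = neither criterion met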;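 note: higher luciferase means less miR-122 activity so hits act as miR-122 inhibitors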
Statin myotox sup – protects C2C12 myotubes from simvastatin toxicity. ATP luminescence, 48 h; scaled: DMSO 0, geranylgeraniol control 100. rescue of ATP level, % at 7.49 µM. 330,000 tested, 0.78% active. AID 602340;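 active = mean ATP rescue above about 67%, or every replicate alone reaching that limit, limit read from the data, passing the limit was not always enough; inconclusive = no clear call, values can overlap the other calls; inactive = mean under the limit and some replicate under it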;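 note: myotubes were challenged with 10 µM simvastatin during compound exposure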
FN deposit inh – fibronectin deposition inhibition. AH1F fibroblasts, Alexa488-fibronectin deposition fluorescence, overnight. inhibition, % at 12.6 µM. 350,000 tested, 0.086% active;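 active = mean inhibition across replicates of 30% or more, regardless of how many single replicates reach that level; inconclusive = mean under 30% yet at least half of replicates reach 30%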;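 note: positive control wells lacked labelled fibronectin entirely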
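Material: AH1F fibroblast monolayer depositing Alexa488-labelled fibronectin into matrix | Input: 10000 AH1F cells/well | Medium: DMEM plus 2% serum, read in PBS | Reagent: Alexa488-fibronectin, 24 nM final in well | Compound dosing: One dose per compound, pinned | Schedule: 1 h adhesion, overnight exposure | Measured by: Fluorescence at 485 nm excitation, 525 nm emission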
INS-1E GSIS act – GLuc luminescence reporter in INS-1E cells, primary screen for activators of glucose-dependent secretion of insulin. INS-1E GLuc reporter insulin secretion, 2-3 h. activation, % at 16.6 µM. 370,000 tested, 0.61% active;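 active = lowest replicate activation of at least 40%, so every replicate reaches that level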;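 note: 0% = median of neutral control wells and 100% = median of IBMX positive control wells; some compounds called inactive have numbers as strong as hits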
PglD inh – PglD (C. jejuni) enzyme inhibition; AID 602405; purified PglD enzyme, DTNB colorimetric CoA detection; inhibition, % at 12.5 µM; 360,000 tested, 0.098% active; in the data active = inhibition above about 16%, passing the limit was not always enough; inconclusive = no clear call, values can overlap the other calls; note: strong numbers were not always called active
F508del corr – CFTR F508del correction in bronchial cells | CFBE cells, YFP halide quenching; stimulated with forskolin plus potentiator P3; % fluorescence drop versus neutral controls | 350,000 tested, 0.36% active | activity (quench increase), % at 7.58 µM;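 active = mean added fluorescence quench of at least 8% versus neutral control, with both replicates also reaching 8%; inconclusive = only one of the mean or replicate conditions met; inactive = mean below 8% and not both replicates reaching 8%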;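 note: cells transiently co-express mutant CFTR-F508del with the halide-sensitive YFP; corrector assay measuring rescue of mutant channel to the surface after 24 h compound exposure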
PGC1a acetyl inh – PGC1a acetylation modulation, inhibitor mode; AID 651687; U2OS PGC1a acetylation, AlphaScreen anti-acetyl-lysine; with virally co-expressed GCN5 acetyltransferase; 350,000 tested, 0.17% active; inhibition, % at 15.6 µM;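 active = every replicate shows inhibition of at least 40%; inconclusive = mean inhibition at least 40% but some replicate below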;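 note: 0% = neutral control wells and 100% = positive control wells; some results beyond the cut were filed as inactive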
Cneo AK release – Cryptococcus neoformans lysis via adenylate kinase release; C. neoformans lysis, adenylate kinase release luminescence, 4 h; normalised: neutral wells 0, clomiphene wells 100; lysis activity, % at 15 µM; 360,000 tested, 0.2% active;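 active = mean lysis activity across replicates of at least 80%, whatever share of replicates individually reach that level; inactive = mean lysis activity below 80%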
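Signal: Adenylate kinase release luminescence | Assay system: Log-phase Cryptococcus neoformans yeast cells | Input: Cells at 5 × 10^6 per mL | Buffer or medium: Fresh YPD growth medium | Compound: Single dose | Schedule: Static 4 h at 37 °C with compound, 1 h detection | Controls: Clomiphene | Read-out: Luminescence rise reflecting yeast cell lysis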
* marks the source's active call; other numbers are inactive results; ? = inconclusive; . = not tested or not shown; [ ] = another dose, or the depositor's remark.

SMILES	miR-122 sensor	Statin myotox sup	FN deposit inh	INS-1E GSIS act	PglD inh	F508del corr	PGC1a acetyl inh	Cneo AK release
Cc1c(N/C=C/C(=O)c2ccc(Cl)cc2)c(=O)n(-c2ccccc2)n1C	6	-13	.	-9	6	-3.9	5	3
Cc1cc(=O)oc2cc(OCc3ccc(C(=O)OCC(=O)NC4CCS(=O)(=O)C4)cc3)ccc12 (stereo not drawn)	.	.	0	-13	.	-0.2	1	.
Cc1ccnc(SCc2cc(=O)c(OC(=O)c3ccc(Cl)c([N+](=O)[O-])c3)co2)n1	-19	.	0	0	-2	.	.	-3
COc1ccc(/C=C/C(=O)c2ccc(Cl)cc2)c(OC)c1	3	-28	2	0	-6	.	-1	-2
O=Cc1ccc(OC(=O)/C=C/c2ccccc2)cc1	-1	-5	13	-20	-4	0.7	12	-6
CC(C)(C)NC(=O)COC(=O)c1ccc2c(c1)C(=O)N(Cc1ccco1)C2=O	-1	-6	-6	-9	1	0.0	.	-1
COc1ccc(N2CCN(C(=O)[C@@H](NC(=O)c3ccccc3Cl)C(C)C)CC2)cc1	2	2	-1	-16	3	-1.6	2	-1
COc1ccc(N=Cc2ccccc2O)cc1	5	2	-1	.	6	4.9	12	0
O=C(C1CCCN(c2ncnc3c2nc2n3CCCCC2)C1)N1CCCCC1 (stereo not drawn)	3	4	6	0	-7	0.9	0	-2
CC(=O)NC(CC(=O)OCC(=O)c1c(N)n(C)c(=O)n(C)c1=O)c1ccccc1 (stereo not drawn)	.	-10	-7	2	.	0.1	5	.
CC(C)Cc1ccc(/C=C/C(=O)NC2CC2)cc1	-2	-6	3	-10	0	-1.6	-6	0
COc1ccc(CNC(=O)CNC(=O)c2cccs2)c(OC)c1	-4	-21	9	6	3	-3.5	4	-4
C=CCNCCCOc1ccc(Cl)cc1C(C)(C)C	-3	3	0	-25	.	-0.1	-9	.
Cc1cc(C)cc(C(=O)OCC(=O)NCc2ccco2)c1	.	3	-9	.	1	.	3	-1
CCN(CC(=O)Nc1ccccc1C(F)(F)F)C(=O)c1ccc(=O)n(Cc2ccccc2)n1	-9	.	0	-22	0	3.7	0	-1

The closing 4 entries of the section before come first, to join the parts:
SMILES	miR-122 sensor	Statin myotox sup	FN deposit inh	INS-1E GSIS act	PglD inh	F508del corr	PGC1a acetyl inh	Cneo AK release
COc1ccc(CNC(=O)CNC(=O)c2cccs2)c(OC)c1	-4	-21	9	6	3	-3.5	4	-4
C=CCNCCCOc1ccc(Cl)cc1C(C)(C)C	-3	3	0	-25	.	-0.1	-9	.
Cc1cc(C)cc(C(=O)OCC(=O)NCc2ccco2)c1	.	3	-9	.	1	.	3	-1
CCN(CC(=O)Nc1ccccc1C(F)(F)F)C(=O)c1ccc(=O)n(Cc2ccccc2)n1	-9	.	0	-22	0	3.7	0	-1
CC(=O)Nc1ccc(Nc2cc(-c3ccccc3)nc3ncnn23)cc1	-6	-13	0	16	2	-2.1	-3	5
CC(=O)N(C)C[C@H]1Oc2ncc(/C=C/c3ccccc3)cc2C(=O)N([C@H](C)CO)C[C@H]1C	3[16.7 µM]	-4	0	22	-1	0.4	8	3
CCN(CC)S(=O)(=O)c1ccc(N2CCOCC2)c(NC(=O)Cc2ccccc2)c1	-2	2	.	17	4	.	9	0
NNC(=O)c1nnn(-c2nonc2N)c1CN1CCc2ccccc2C1	.	.	5	4	.	2.3	10	.
O=C(NCCn1cc(SCc2ccc(F)cc2)c2ccccc21)c1c(F)cccc1F	-1	-13	-3	-47	0	-0.2	-11	1
COc1ccc(S(=O)(=O)Nc2ccc3c(c2)C(=O)N([C@@H](C)CO)C[C@@H](C)[C@H](CN(C)CC2CCCCC2)OCCCC[C@H](C)O3)cc1	5[16.7 µM]	.	.	9	-1	-2.1	-4	42
COC(=O)C[C@H]1CC[C@@H]2[C@H](COc3ccc(NC(=O)c4ccc(C(F)(F)F)cc4)cc3C(=O)N2C)O1	4[16.7 µM]	-16	-10	-5	0	1.6	1	-6
CCc1ccccc1Nc1nc(N)nc(COC(=O)CCS(=O)(=O)c2ccccc2)n1	.	5	-5	0	.	-2.1	.	.
CO[C@H]1CN(C)C(=O)c2cc(NC(=O)c3ccc(Oc4ccccc4)cc3)ccc2OC[C@@H](C)NC[C@@H]1C	.	-29	18	9	-2	-1.7	-32	0
C[C@@H]1CCCCO[C@@H](CN(C)CC2CCCCC2)[C@H](C)CN([C@@H](C)CO)C(=O)c2cc(NC(=O)Nc3ccc(F)cc3)ccc2O1	0[16.7 µM]	.	.	-29	-1	-0.7	-14	2
COc1ccc(NC(=O)N2CCCCN3[C@H](C2)[C@H](c2ccc(C#Cc4ccccc4)cc2)[C@@H]3CO)cc1	4[16.7 µM]	.	.	.	-1	0.5	-6	-3
O=C(O)C(O)C(O)c1nc2ccccc2[nH]1 (stereo not drawn)	.	3	4	-1	.	-0.7	2	.
C[C@@H]1CN([C@H](C)CO)C(=O)c2cc(-c3cccc(F)c3)cnc2O[C@@H]1CN(C)C(=O)c1cccc(F)c1	4[16.7 µM]	0	4	-7	-3	1.0	4	0
CC(C)CNc1ncnc2c1cnn2Cc1ccc(Cl)cc1	-5	.	-3	-14	5	.	4	-2
COc1ccc(OC)c(NC(=O)CN(C)S(=O)(=O)c2ccc3nc(C)sc3c2)c1	-3	12	-5	32	-2	.	-5	0

2 records picked at random from those above:
SMILES	miR-122 sensor	Statin myotox sup	FN deposit inh	INS-1E GSIS act	PglD inh	F508del corr	PGC1a acetyl inh	Cneo AK release
O=C(NCCn1cc(SCc2ccc(F)cc2)c2ccccc21)c1c(F)cccc1F	-1	-13	-3	-47	0	-0.2	-11	1
CC(=O)NC(CC(=O)OCC(=O)c1c(N)n(C)c(=O)n(C)c1=O)c1ccccc1 (stereo not drawn)	.	-10	-7	2	.	0.1	5	.

(continued)
SMILES	miR-122 sensor	Statin myotox sup	FN deposit inh	INS-1E GSIS act	PglD inh	F508del corr	PGC1a acetyl inh	Cneo AK release
C[C@@H]1CN([C@H](C)CO)C(=O)c2cc(C#Cc3cccc(F)c3)cnc2O[C@@H]1CN(C)CC1CCCC1	-10[16.7 µM]	3	.	-3	0	-1.4	-40	-6
CCn1c(SCC(=O)Nc2ccc(C)cc2)nnc1-c1ccc(O)cc1	-3	9	-3	.	3	.	-9	0
Nc1ccc(N2CCOCC2)c(S(=O)(=O)Nc2cc(Cl)ccc2Cl)c1	17	3	10	11	-1	1.0	.	-4
N=c1oc2ccccc2cc1C(=O)N/N=C/c1ccccc1	6	30	.	1	-19	.	-15	-2
Cc1ccc(C(=O)Nc2ncccc2S(=O)(=O)c2ccccc2)cc1	2	3	0	4	-1	2.8	-2	0
COc1ccc(CNC(=O)C[C@H]2C[C@H](C(=O)N(C(C)C)C(C)C)[C@@]3(C)c4[nH]c5cc(-c6ccco6)ccc5c4CCN3C2=O)cc1OC	-5	4	-14	2	-5	-5.5	.	4
CCc1cccc(C)c1NS(=O)(=O)c1cccs1	-5	-3	12	26	2	-0.4	.	3
CCOc1ccc(CCN2C(=S)N([C@@H](Cc3ccc(O)cc3)CN3CCC[C@@H]3CN3C(=S)NC[C@@H]3CC(C)C)C[C@@H]2Cc2ccc(O)cc2)cc1	-7	-22	.	-2	0	4.3	-16	2
C[C@@H]1CN([C@@H](C)CO)S(=O)(=O)c2ccc(C3=CCCC3)cc2O[C@@H]1CN(C)Cc1ccccc1F	11[16.7 µM]	-105	-1	6	-2	1.7	-7	90*
COc1ccccc1CNC(=O)CSCc1cnn(-c2ccccc2)c1-n1cccc1	-2	1	6	.	0	.	-3	-3
Cc1cc(N2CCN(S(=O)(=O)c3ccccc3)CC2)nc2c(C)cccc12	.	-2	.	12	4	-0.7	.	-2
O=C(/C=C/c1ccc(Br)cc1)NCCCn1ccnc1	9	-34	5	13	4	0.8	5	29
COc1ccc(-n2nc(C(=O)NCC(=O)N3CCN(c4ccc(F)cc4)CC3)c3ccccc3c2=O)c(OC)c1	-8	17	-8	-2	-2	-2.4	.	-1
N#Cc1ccc(NCC(=O)Nc2ccc(S(=O)(=O)N3CCCCC3)cc2)cc1	8	-12	12	-30	0	0.4	6	-1
CC(C)(C)OC(=O)NCC12C=CC(O1)C1C(=O)N(Cc3ccccc3)C(=O)C12 (stereo not drawn)	-2	0	.	.	-3	.	-1	3

Profiles, quoted from the list:
Record of O=C(O)C(O)C(O)c1nc2ccccc2[nH]1 (stereo not drawn) : miR-122 sensor: .; Statin myotox sup: 3; FN deposit inh: 4; INS-1E GSIS act: -1; PglD inh: .; F508del corr: -0.7; PGC1a acetyl inh: 2; Cneo AK release: .
Record of COC(=O)C[C@H]1CC[C@@H]2[C@H](COc3ccc(NC(=O)c4ccc(C(F)(F)F)cc4)cc3C(=O)N2C)O1 : miR-122 sensor: 4[16.7 µM]; Statin myotox sup: -16; FN deposit inh: -10; INS-1E GSIS act: -5; PglD inh: 0; F508del corr: 1.6; PGC1a acetyl inh: 1; Cneo AK release: -6

Next part:
SMILES	miR-122 sensor	Statin myotox sup	FN deposit inh	INS-1E GSIS act	PglD inh	F508del corr	PGC1a acetyl inh	Cneo AK release
CCCN(C)C[C@H]1Oc2cc(C3=CCCCC3)ccc2S(=O)(=O)N([C@H](C)CO)C[C@H]1C	19[16.7 µM]	-17	.	5	-2	-2.3	-2	5
CCN(Cc1ccncc1)Cc1nc(-c2ccc(C(=O)OC)cc2)no1	-8	-9	.	-23	-7	.	.	-6
CCc1ccc(NC(=O)CSc2nnnn2-c2cccnc2)cc1	-2	-2	8	10	2	0.7	.	2
C[C@@H]1CN([C@H](C)CO)C(=O)c2c(c3ccccc3n2C)-c2ccccc2CO[C@H]1CN(C)Cc1cccc(F)c1	.	.	6	-15	.	5.3	-11	.
CCN=c1scc(C)n1/N=C/c1cc(Br)c(O)c(Br)c1	.	.	1	-30	.	-1.3	1	.
CCOC(=O)c1sc(Nc2ccccc2)nc1C	8	-9	.	17	-1	.	-7	1
O=C(Nc1ccc(S(=O)(=O)NCC2CCCO2)cc1)c1cccc(F)c1 (stereo not drawn)	?	-7	5	2	-8	0.1	-13	-1
Cc1cccc(-c2ccc(C3[C@@H]4CN(C(=O)Nc5ccccc5)C[C@H]3N4)cc2)c1 (stereo partly drawn)	.	.	3	-20	.	-0.6	-15	.
COc1ccc2ccc(=O)oc2c1CC(=O)C(C)C	-1	3	.	18	3	3.5	1	0
O=C(CC(c1ccccc1)c1ccccc1O)NCCc1ccccc1 (stereo not drawn)	-3	-10	.	-56	7	-0.7	-23	0
Cc1ccc(S(=O)(=O)Nc2ccc3c(c2)C(=O)N([C@@H](C)CO)C[C@@H](C)[C@H](CN(C)Cc2ccc(-c4ccccc4)cc2)O3)cc1	-9[16.7 µM]	14	.	-23	-5	-1.5	-23	-3
CC(C)NC(=O)N(C)C[C@H]1Oc2c(NC(=O)Nc3ccccc3)cccc2C(=O)N([C@H](C)CO)C[C@H]1C	-8[16.7 µM]	7	.	0	2	2.5	8	2
Cc1ccc(S(=O)(=O)N[C@H]2CC[C@H](CCNC(=O)C3CCC3)O[C@H]2CO)cc1	.	-2	.	0	-2	4.0	3	1
C[C@@H]1CN([C@H](C)CO)S(=O)(=O)c2ccc(C#Cc3ccccc3)cc2O[C@@H]1CN(C)C(=O)Nc1ccccc1	59[16.7 µM]	43	.	7	2	2.5	6	-2
